Screens (PubChem)
PPC-1+TRAIL kill: kills PPC-1 cancer cells in the presence of TRAIL | PPC-1 cells + TRAIL, ATPLite viability luminescence | cell killing (% activity), % at 4 µM | hit rate 0.41% among 220,000 | AID 1443;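 active = cell killing above 50% in the first pass at 4 µM, then a duplicate retest at 5 µM averaging 50% or more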;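 note: plate controls were cells with TRAIL plus DMSO for no effect and medium-only wells lacking cells for full effect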
EP2 antag: blocks the human prostaglandin E2 receptor EP2; C6 glioma cells expressing human EP2, cAMP TR-FRET; cells stimulated with saturating PGE2; hit rate 0.52% among 260,000; inhibition, % at 25 µM;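 active = percent inhibition above 40 after rounding to a whole number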;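 note: rat C6 glioma host cells with rolipram phosphodiesterase inhibitor present; the protocol text gives 20 µM as final concentration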
NCF1 inh: blocks human p47phox regulatory protein of NADPH oxidases | P14598 | p47phox/p22phox peptide binding, fluorescence polarization, 2 h | inhibition, % at 24.7 µM | hit rate 0.53% among 220,000 | AID 1274;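 active = inhibition above about 30%, limit read from the data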;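 note: 0% = p47phox with labelled peptide and 100% = labelled peptide alone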
Furin inhibitor: blocks human furin protease activity; P09958; inhibition, % at 30 µM; hit rate 0.061% among 220,000; purified furin, fluorogenic substrate cleavage; in the data active = inhibition above about 25%; note: inactives centre near -15
RBBP9 inh: blocks human serine hydrolase RBBP9; recombinant RBBP9, FP-Rh probe fluorescence polarization; inhibition, % at 7.94 µM; hit rate 0.2% among 220,000;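 active = inhibition above the campaign mean of all tested compounds plus 3 SD, cut at about 14% in these data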;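 note: plate controls were DMSO wells with RBBP9 for no effect and wells lacking RBBP9 protein for full effect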
Target sequence (O75884 whole entry, looked up): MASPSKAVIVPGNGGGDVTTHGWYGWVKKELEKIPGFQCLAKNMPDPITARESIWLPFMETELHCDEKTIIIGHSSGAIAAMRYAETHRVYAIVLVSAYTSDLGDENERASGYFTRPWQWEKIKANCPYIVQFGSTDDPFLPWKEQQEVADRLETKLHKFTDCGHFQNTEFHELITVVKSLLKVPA
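Test system: recombinant human RBBP9; Timing: 30 min then 45 min, 25 °C; Detection: fluorescence polarization; Control set: RBBP9 with DMSO as uninhibited control, no-protein wells as full inhibition; Compound dosing: one concentration, 7.94 µM nominal, 0.794% DMSO; Probe or stimulus: FP-Rh activity-based probe, 375 nM before mixing.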
p97 ATPase inh: blocks human p97 ATPase activity; recombinant p97 ATPase, Kinase-Glo ATP luminescence, 3 h; inhibition, % at 8 µM; hit rate 0.42% among 220,000; AID 1481; in the data active = inhibition above about 15%;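 note: 0% = DMSO vehicle and 100% = wells lacking enzyme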
Target sequence (P55072 whole entry, looked up): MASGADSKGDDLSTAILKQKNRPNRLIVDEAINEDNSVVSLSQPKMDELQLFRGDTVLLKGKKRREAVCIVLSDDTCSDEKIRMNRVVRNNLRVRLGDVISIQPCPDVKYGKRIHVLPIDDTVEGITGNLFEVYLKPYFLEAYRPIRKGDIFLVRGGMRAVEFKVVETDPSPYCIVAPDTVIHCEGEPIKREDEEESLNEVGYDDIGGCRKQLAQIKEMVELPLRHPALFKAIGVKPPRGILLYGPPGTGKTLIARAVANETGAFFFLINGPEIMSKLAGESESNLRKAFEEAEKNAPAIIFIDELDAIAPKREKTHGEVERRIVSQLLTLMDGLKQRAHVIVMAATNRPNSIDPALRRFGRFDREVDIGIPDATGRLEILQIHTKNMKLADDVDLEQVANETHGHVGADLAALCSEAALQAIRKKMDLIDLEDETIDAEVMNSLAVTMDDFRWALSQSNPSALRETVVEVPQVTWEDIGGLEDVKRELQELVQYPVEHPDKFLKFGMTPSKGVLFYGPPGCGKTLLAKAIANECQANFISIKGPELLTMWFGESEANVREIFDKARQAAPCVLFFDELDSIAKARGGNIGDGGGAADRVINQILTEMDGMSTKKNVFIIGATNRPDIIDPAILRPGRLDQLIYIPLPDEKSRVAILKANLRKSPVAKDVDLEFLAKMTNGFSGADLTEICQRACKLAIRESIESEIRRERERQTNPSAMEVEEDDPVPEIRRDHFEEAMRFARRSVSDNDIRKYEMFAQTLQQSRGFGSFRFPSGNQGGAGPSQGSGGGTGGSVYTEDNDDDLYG
TbHK1 inh: blocks Trypanosoma brucei hexokinase 1 activity. recombinant TbHK1, G6PDH-coupled NADH A340. inhibition, % at 10 µM. hit rate 0.11% among 220,000;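 active = inhibition of 50% or more in the single-dose primary screen; inactive = inhibition below 50%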
Ba/F3 V617F tox: lowers viability of Ba/F3 cells expressing EpoR and JAK2V617F; inhibition, % at 5.6 µM; hit rate 1.1% among 220,000; ATP luminescence;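 active = inhibition above the campaign mean plus 3 SD over all tested compounds, cut at about 24% in these data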;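 note: cytokine-independent growth of Ba/F3 cells driven by EpoR plus mutant JAK2; 0% = DMSO-treated cells and 100% = JAK inhibitor I control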
BaF3 parental: parental Ba/F3 viability inhibition as JAK2V617F counter-screen; inhibition, % at 5.6 µM; hit rate 1.1% among 220,000; AID 1486; CellTiter-Glo ATP luminescence;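 active = inhibition above a per-campaign cutoff, the mean inhibition of all tested compounds plus 3 SD, cut at about 27% in these data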;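 note: 0% = DMSO wells and 100% = JAK Inhibitor I control wells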
An asterisk follows results filed as active; / = not tested or not shown; & = joins results of further samples; [ ] = dose if it differs, or a comment. These rows are one share of the data. The share of hits here may be higher or lower than overall.

smiles,PPC-1+TRAIL kill,EP2 antag,NCF1 inh,Furin inhibitor,RBBP9 inh,p97 ATPase inh,TbHK1 inh,Ba/F3 V617F tox,BaF3 parental
O=C(Nc1ccccc1)c1c(F)c(F)c(F)c(F)c1F,47.3,19.8,-8.0,-5.8[20 µM],-4.2,-3.2,5.1,5.6,5.1
CC1CCN(S(=O)(=O)c2ccc3c(c2)N(CC(=O)NCc2cccnc2)C(=O)CS3)CC1,-16.0,4.2,1.1,-4.8,-2.5,-2.1,-2.0,-2.8,5.3
CCC(Sc1ncccc1C(=O)O)C(=O)N1CCOCC1 (stereo unspecified),-12.9,8.1,-1.1,-30.1,-1.8,5.7,4.4,1.9,8.2
CCN(CC)C(=O)CNc1ccc(C(F)(F)F)cc1[N+](=O)[O-],19.8,11.5,-16.3,-11.0,-5.1,3.1,-2.9,-2.5,-0.7
Cc1cccc(-c2noc(-c3ccc(Cl)cc3[N+](=O)[O-])n2)c1,-2.9,3.0,0.8,-3.9,6.7,0.7,12.3,-0.6,2.3
O=C(COC(=O)CNC(=O)c1ccc(Cl)cc1)Nc1ncc(C(F)(F)F)cc1Cl,18.7,6.0,-5.8,-13.2,-0.2,1.0,4.7,-2.9,3.3
Cc1ccc(Nc2ncc3c(n2)CC(C)(C)CC3=O)cc1,11.3,10.4,-13.9,-12.7,-3.4,-2.0,-17.3,0.1,5.1
O=C(Nc1cccc([N+](=O)[O-])c1)c1ccc2c(c1)OCCO2,-3.4,8.1,4.3,-10.2,-5.5,4.7,33.5,-1.8,3.3
Cc1cc(C)c2c(CN3CCN(C/C=C/c4ccccc4)CC3)cc(=O)oc2c1,1.7,6.2,-18.3,-10.9,-9.7,-7.5,-4.8,1.2,3.4
COC(=O)c1c(NC(=O)c2cccnc2Cl)sc(C(=O)N(C)C)c1C,6.5,5.1,0.9,-6.1,-1.2,-3.5,-13.2,8.7,10.1
Cc1ccn2c(-c3csc(NCc4ccco4)n3)c(C)nc2c1,18.9,5.0,-9.9,-23.5,-1.2,3.7,-11.5,1.4,3.2
COc1ccc2c(c1)SC1=NCCS(=O)(=O)N12,7.0,8.7,2.7,-17.6,3.2,4.8,0.6,-6.6,5.4
COc1ccc(N(CC(=O)NN=C2CCCC2)S(=O)(=O)c2ccccc2)cc1,1.9,-1.6,-0.4,-8.7[20 µM],6.1,2.5,-4.7,-3.8,0.1
Nc1nncn1C(=O)c1ccc(Cl)cc1Cl,0.1,2.9,10.2,-20.0,-7.3,-3.4,5.5,3.3,1.8
Nc1nc(N2CCCCC2)nc(N2CCCCC2)n1,26.6,10.3,-15.8,-30.7[20 µM],-12.8,0.0,8.2,-5.6,-0.1
O=C1c2ccccc2C(=O)N1CCCCSc1nc2ccccc2o1,24.1,9.4,3.5,-4.1[20 µM],-3.7,-7.7,-0.9,0.7,4.2
FC(F)(F)c1ccc(C2[C@H]3CN(Cc4ccc(-c5ccccc5)cc4)[C@H](c4ccccc4)C34CC2(c2ccccc2)C4)cc1 (stereo partly specified),12.8,12.9,-52.5,-25.8,/,/,11.4,/,/
COc1ccc(CNCCNC(=O)c2cccs2)c(OC)c1OC,1.1,4.8&9.3,-3.0,-20.5,-7.5,1.2,6.6,1.9,7.9
CCOC(=O)C1CCCN(C(=O)c2sc3nc(C)nc(N(CC)CC)c3c2C)C1 (stereo unspecified),-16.2,6.0,-4.7,-5.1[20 µM],-5.5,-2.8,-6.4,-2.5,2.7
O=[N+]([O-])c1ccc2nc(SCc3cn4ccccc4n3)[nH]c2c1,10.1,9.3,3.0,-3.0,-3.5,-4.5,-11.9,2.6,1.7
Cc1csc(NC(=O)CSc2ccc(-c3ccccn3)nn2)n1,2.3,3.5,-1.4,-11.4,-2.9,-4.7,4.7,3.8,9.9
CC(C)CCC1CC(CSC(=N)N)OC1=O (stereo unspecified),28.3,8.5,-4.8,-10.6[20 µM],-2.1,7.8,-1.4,-1.3,1.3
CCCNC(=O)CCc1c(C)nc2nc(-c3cc(OC)cc(OC)c3)nn2c1C,21.5,8.8,-5.0,-13.0[20 µM],-8.2,-0.3,-8.8,1.9,8.2
CC(/C=N/NC(=O)c1ccccc1F)c1ccccc1 (stereo unspecified),-5.8,1.9,-10.7,-20.9,-0.9,1.9,-6.6,-3.2,-6.7
CCCCCCC12CCC(C(=O)O)(CC1)CC2,18.1,10.5,-3.0,1.8[20 µM],-11.1,-10.2,13.4,4.8,-0.7
CCc1ccc2[nH]c(=O)c(CN(Cc3ccccc3)C(=O)Nc3ccccc3OC)cc2c1,-20.4,8.4&4.8,-1.8,-23.6[20 µM],-11.5,-0.9,3.5,-1.9,0.7
Cn1c(=O)n(C)c2cc([N+](=O)[O-])c(N3CCN(S(=O)(=O)c4ccc5ccccc5c4)CC3)cc21,-3.7,15.2,-2.8,-11.4,7.2,6.8,-17.6,-3.5,-3.1
CCCc1nc(N)sc1C(=O)OCC,2.2,9.2,1.3,-16.4[20 µM],-4.3,-1.4,-0.3,3.0,1.6
CCc1nnc(NC(=O)c2ccc(-c3cc(C(F)(F)F)ccc3Cl)o2)s1,-3.7,8.2,-27.6,-14.7[20 µM],-8.9,-3.4,-2.5,4.2,4.5
Cc1ccccc1/C(N)=N/OC(=O)c1cccs1,22.5,9.9,-11.7,-9.2,-5.2,3.8,26.0,-0.4,2.5
Clc1ccc(-c2nnc(-c3ccc(Br)o3)o2)c(Cl)c1,19.7,10.5,-6.2,-48.0,-11.7,2.3,-7.9,-1.8,1.7
CC(NC(=O)COC(=O)CCc1nc(=O)c2ccccc2n1C)c1ccccc1 (stereo unspecified),-1.6,9.7,-8.5,-29.5,-2.1,0.8,-2.5,-1.0,3.4
Cc1nn(C)c(C)c1S(=O)(=O)NC1CCCc2ccccc21 (stereo unspecified),10.8,9.8,-1.0,-25.0,-7.8,-1.4,0.7,3.4,6.4
Cc1ccc(C)c(CSc2nnc([C@@H](N)C(C)C)o2)c1,5.4,4.4,0.2,-13.2,-4.9,-1.4,-1.9,-0.8,4.0
Cc1ccc2c(c1)nnn2C1CCN(S(=O)(=O)c2ccc(C(=O)N3C(C)CCCC3C)cc2)CC1 (stereo unspecified),33.7,/,-2.4,-12.5,3.8,6.9,10.2,50.8*,57.7*
CC1(CC(=O)N/N=C/c2ccc(-c3ccc(Cl)cc3)o2)OCCO1,25.5,2.8,-4.7,2.4,-6.2,-0.1,-37.5,-1.6,-2.6

Limited to BaF3 parental, Furin inhibitor and NCF1 inh, for 3 of the compounds above:
| SMILES | BaF3 parental | Furin inhibitor | NCF1 inh |
| --- | --- | --- | --- |
| CCc1nnc(NC(=O)c2ccc(-c3cc(C(F)(F)F)ccc3Cl)o2)s1 | 4.5 | -14.7[20 µM] | -27.6 |
| CC(NC(=O)COC(=O)CCc1nc(=O)c2ccccc2n1C)c1ccccc1 (stereo unspecified) | 3.4 | -29.5 | -8.5 |
| CC1(CC(=O)N/N=C/c2ccc(-c3ccc(Cl)cc3)o2)OCCO1 | -2.6 | 2.4 | -4.7 |

(continued)
smiles,PPC-1+TRAIL kill,EP2 antag,NCF1 inh,Furin inhibitor,RBBP9 inh,p97 ATPase inh,TbHK1 inh,Ba/F3 V617F tox,BaF3 parental
O=C(CSc1nc2ccccc2c(=O)[nH]1)c1ccc(O)c(O)c1,0.7,8.4,-4.8,-13.0,-0.8,6.8,-7.5,0.1,1.7
CN(C)c1ccc(/C=C2/SC(=O)N(CCN=C3NS(=O)(=O)c4ccccc43)C2=O)cc1,26.5,5.4,7.9,-17.6,-3.3,2.2,-23.1,-1.9,4.2
CCN(CC)S(=O)(=O)c1cccc(-c2cn3cc(C)ccc3n2)c1,-1.5,25.1,-10.3,-10.1[20 µM],-9.8,-6.1,-12.2,0.7,2.9
CCC(C)(C)n1nnnc1CN(Cc1ccco1)Cc1cc2cc3c(cc2[nH]c1=O)OCO3,10.0,7.8,1.7,-12.7,-2.7,5.8,-7.7,0.2,-1.4
Cc1c(C(=O)N2CCOCC2)oc2ccc(S(=O)(=O)N3CCCCCC3)cc12,16.2,17.5,-6.1,-19.2,-7.5,-8.2,-5.9,2.7,2.7
CN(C)S(=O)(=O)c1cccc(-c2nnc(SCCNCCO)n2-c2ccc(F)cc2)c1,25.7,6.9,4.8,-18.0,-1.2,11.7,-1.1,-4.5,-1.8
Cc1ccc(C)c(C2NC(=O)c3ccccc3N2)c1 (stereo unspecified),15.6,7.2,-3.9,-40.1,6.1,4.0,-10.0,41.6*,39.1*
O=C(NNS(=O)(=O)c1ccc(CCCl)cc1)C(O)(c1ccccc1)c1ccccc1,5.4,4.4,16.0,-13.3,6.7,2.4,-1.0,0.6,5.2
COc1cc(/C=N/NC(=O)c2ccc(F)cc2)ccc1OC(=O)c1ccco1,27.2,4.0,-9.5,-13.5,-4.1,0.3,-4.8,-1.8,2.0
COc1cc(/C=N/NC(=O)CNC(=O)c2ccccc2)ccc1OC(=O)c1cccs1,4.0,12.0,-5.1,-10.9[20 µM],-5.5,11.4,2.9,-0.8,-0.4
CCCCCNCc1cccn1C,-3.1,9.2,-2.6,-14.8[20 µM],-6.6,-1.8,-12.2,0.0,5.3
COc1cccc(-c2nc(SCC(=O)Nc3nc(-c4ccccc4)c(C)s3)[nH]c(=O)c2C#N)c1,3.1,8.8,-62.0,-13.6,-13.4,4.2,1.0,-0.8,4.2
Nc1ccc(S(=O)(=O)NC2=NCCCCC2)cc1N,-10.8,7.1,1.4,-23.4,-6.7,-0.8,-1.4,2.9,4.0
Cc1cc(C)c2c(N)c(C(=O)NC3CC3)sc2n1,12.0,10.2,-16.7,-7.7[20 µM],-10.6,-3.9,-9.4,1.3,3.3
COC(=O)c1ccc(-c2noc(CN3CCCCC3c3nccn3C)n2)cc1 (stereo unspecified),0.3,10.1,1.9,-31.2,-1.4,0.9,-7.1,0.5,3.1
COC(=O)[C@H](C)NC(=O)/C=C/c1ccc(OC)cc1,1.2,7.2,-3.7,-21.5,-7.2,2.6,-4.8,-4.5,1.0
COC(=O)c1cccc(N2C(=O)c3ccccc3S2(=O)=O)c1,2.9,5.5&9.2,-7.2,-13.9,8.2,-0.7,-1.1,-2.1,-3.5
CN1CCN(S(=O)(=O)c2ccc(Oc3ccc(F)cc3Br)nc2)CC1,-11.6,9.5,-13.9,-18.1,-3.1,2.7,-6.8,-1.4,1.9
CCC(=O)Nc1cc2c(cc1C(=O)CC)OCCO2,-19.1,11.5,-3.4,-14.1[20 µM],-9.3,-4.9,-4.4,1.6,0.8
Cc1sc2nc(-c3ccccn3)[nH]c(=O)c2c1-c1ccccc1,35.5,8.1,-11.2,-18.6,-7.1,-2.3,-5.9,-1.8,2.6
COc1ccc(S(=O)(=O)Nc2cc(C(=O)NCCCN3CCOCC3)ccc2N2CCOCC2)cc1,13.9,7.6,4.5,-23.9,-2.6,2.6,-11.3,-2.8,-3.1
N#Cc1c(-c2ccc(Cl)cc2)ccn2nc(C3CCCCC3)nc12,-0.3,19.6,-10.9,-17.8[20 µM],-0.8,4.2,-20.5,-2.8,1.8
NCCCN1CCOCC1,1.4,5.9,-1.8,-11.6[20 µM],-4.2,-4.3,-6.3,2.2,3.4
NC(=S)N/N=C/c1c(O)c(Br)cc2oc3c(c12)CCCC3,7.7,16.8,-14.2,-17.4,-6.5,9.2,-9.0,-2.0,-5.2
